# C diff HTS = inhibitors of Clostridium difficile growth; AID 1259249; growth activity, negative = inhibition, % at 16 µg/mL (by protocol); 0.25% of 86,000 active; Clostridium difficile clinical isolate growth, OD600, 24 h; active compounds read low;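 active = mean growth activity at or below -80% and every replicate also at or below -80%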;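 note: 0% = DMSO wells and -100% = levofloxacin 16 µg/mL wells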
# T cruzi growth = blocks T. cruzi growth in NIH3T3 culture; 5.9% of 77,000 active; T. cruzi beta-gal in NIH3T3, GalScreen luminescence, 90 h; inhibition, % at 8.34 µM;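 active = mean inhibition above about 93%, with at least 55% of replicates each passing it, limit read from the data, passing the limit was not always enough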
# Pf Dd2 growth = inhibitors of Plasmodium falciparum Dd2 growth | P. falciparum Dd2 growth, SYBR Green, 72 h; active compounds read low | activity change, % at 10 µM | 2.3% of 94,000 active; in the data active = activity change below about -80%
# KDM4C inh = inhibitors of human demethylase GASC-1 KDM4C; Q9H3R0; GST-KDM4C 2-372, H3K9me3 peptide, LANCE TR-FRET; inhibition, % at 12.5 µM; 0.15% of 96,000 active; AID 720574;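 active = mean replicate inhibition above about 25%, with at least 55% of replicates also reaching it, limit read from the data, passing the limit was not always enough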
# Target sequence (Q9H3R0 2-372 limits assumed): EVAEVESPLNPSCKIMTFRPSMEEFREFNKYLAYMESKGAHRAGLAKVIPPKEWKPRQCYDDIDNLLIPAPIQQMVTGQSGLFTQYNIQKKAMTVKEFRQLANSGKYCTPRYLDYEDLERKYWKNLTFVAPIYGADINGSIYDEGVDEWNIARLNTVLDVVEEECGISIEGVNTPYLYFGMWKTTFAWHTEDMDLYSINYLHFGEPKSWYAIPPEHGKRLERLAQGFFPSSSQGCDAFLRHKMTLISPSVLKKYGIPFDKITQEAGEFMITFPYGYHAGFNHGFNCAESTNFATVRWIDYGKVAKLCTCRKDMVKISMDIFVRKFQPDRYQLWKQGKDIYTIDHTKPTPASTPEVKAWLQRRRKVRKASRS
#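 reagent = H3K9me3 peptide substrate, Fe(II), 2-oxoglutarate | system = GST-tagged GASC-1 (JMJD2C) catalytic fragment, aa 2-372 | amount = enzyme final amount 10 nM | read-out = Fall in 671/618 emission ratio as inhibition | medium = HEPES buffer, pH 7.5, plus ascorbate | schedule = 30 min reaction, 60 min detection, RT | measured by = LANCE TR-FRET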
# Numbers without * were called inactive; / = not tested or not shown; & = joins results of further samples. The order is random. Share with any hit: about 7%.
canonical_smiles	C diff HTS	T cruzi growth	Pf Dd2 growth	KDM4C inh
C[C@H]1CN([C@@H](C)CO)S(=O)(=O)c2ccc(C#CC3(O)CCCC3)cc2O[C@H]1CN(C)C(=O)Nc1cccc(F)c1	5.4	72.2	-66.3	-3.7
Cc1noc(C)c1S(=O)(=O)Nc1ccc2c(c1)C(=O)N([C@@H](C)CO)C[C@H](C)[C@H](CN(C)S(=O)(=O)c1cccs1)OCCCC[C@H](C)O2	/	26.3	-51.9	-0.2
COc1ccc2c3c(n(C)c2c1)[C@H](CO)N(C(C)=O)CC31CCN(Cc2ccc(Cl)cc2)CC1	4.2	/	-65.2	0.3
CN(C)CC#Cc1ccc([C@@H]2[C@@H](CO)N3CCCCN(C(=O)NC4CCCC4)C[C@H]23)cc1	12.2	19.9	-10.8	3.9
Cc1noc(C)c1NC(=O)Nc1ccc2c(c1)C(=O)N([C@H](C)CO)C[C@H](C)[C@@H](CN(C)S(C)(=O)=O)O2	/	96.8	23.0	1.0
CCCC#Cc1ccc([C@H]2[C@H]3CN(S(=O)(=O)Cc4ccccc4)CC(=O)N3[C@H]2CO)cc1	9.4	/	-23.5	-1.4
C[C@H](CO)N1C[C@H](C)[C@@H](CN(C)Cc2ccc(Oc3ccccc3)cc2)Oc2ccc(N(C)C)cc2C1=O	-9.7	68.8	-11.8	2.9
Cc1cccc(S(=O)(=O)N2CC[C@@H]3[C@H](CO)Nc4ccc(-c5ccccc5F)cc4[C@@H]32)c1	4.3	-8.0	4.6	-0.5
C[C@H]1CN([C@@H](C)CO)C(=O)c2cc(C#Cc3cccc(F)c3)cnc2O[C@H]1CN(C)C(=O)C1CCC1	4.0	-226.6	-47.8	1.2
COCC#Cc1ccc2c(c1)O[C@H](CN(C)C(=O)CC1CC1)[C@@H](C)CN([C@H](C)CO)S2(=O)=O	1.2	89.9	-38.3	-1.2
COc1ccc(S(=O)(=O)N(C)C[C@H]2Oc3cc(-c4ccccc4OC)ccc3S(=O)(=O)N([C@H](C)CO)C[C@@H]2C)cc1	12.2	122.8*	-74.1	-2.2
C[C@H](CO)N1C[C@H](C)[C@H](CN(C)C(=O)Nc2ccccc2)Oc2ccc(NC(=O)CCCCCC(=O)Nc3ccccc3N)cc2CC1=O	-0.3	19.3	19.4	0.7
CCCNC(=O)C[C@@H]1C[C@H]2c3cc(NC(=O)CN(C)C)ccc3O[C@H]2[C@@H](CO)O1	-0.9	-3.4	14.1	-2.3
COc1ccc(NC(=O)N2CC(=O)N3[C@@H](CO)[C@H](c4ccc(-c5ccc(C)cc5)cc4)[C@@H]3C2)cc1	-18.8	/	4.7	-1.3
C[C@@H]1CN([C@H](C)CO)C(=O)c2cc(C#CCN(C)C)cnc2O[C@@H]1CN(C)C(=O)Cc1cccnc1	-1.9	-82.1	54.7	2.4
CNC[C@H]1Oc2cc(C#C[C@@H](C)O)ccc2S(=O)(=O)N([C@@H](C)CO)C[C@@H]1C	-3.6	24.1	-65.4	-1.0
C[C@H](CO)N1C[C@H](C)[C@H](CN(C)S(=O)(=O)c2cccc(F)c2)Oc2ncc(-c3ccccc3)cc2C1=O	4.1	-105.6	-37.0	3.6
O=C(C[C@@H]1CC[C@H]2NC[C@@H](O)COC[C@@H]2O1)NCc1ccc2c(c1)OCO2	-4.1&-5.1	20.6	-2.0	-0.9
CN(C)C(=O)c1ccc(-c2ccc([C@H]3[C@H](CO)N4C(=O)CN(C(=O)CC5CC5)C[C@@H]34)cc2)cc1	2.7	/	33.0	-0.8
CNC[C@@H]1Oc2cc(C#CC(C)C)ccc2S(=O)(=O)N([C@H](C)CO)C[C@H]1C	2.8	-48.1	-29.4	-3.0
COc1ccc(S(=O)(=O)N(C)C[C@@H]2OCCCC[C@H](C)Oc3ccc(NC(=O)Nc4ccc(C(F)(F)F)cc4)cc3C(=O)N([C@H](C)CO)C[C@@H]2C)cc1	0.3	89.4	-37.1	-2.2
C[C@@H]1CN([C@@H](C)CO)C(=O)c2cccc(NC(=O)c3ccncc3)c2O[C@@H]1CN(C)S(=O)(=O)c1ccccc1	3.8	58.6	2.7	-3.3
C[C@H]1CN([C@@H](C)CO)C(=O)c2cccc(NC(=O)Nc3ccc(C(F)(F)F)cc3)c2O[C@@H]1CN(C)Cc1ccc(C(F)(F)F)cc1	26.8	58.6	11.4	-1.0
C[C@@H]1CN([C@H](C)CO)C(=O)Cc2cc(NC(=O)Cc3ccccc3)ccc2O[C@H]1CN(C)Cc1ccc(C(F)(F)F)cc1	-4.4	57.9	9.0	8.9
Cc1noc(C)c1S(=O)(=O)Nc1cccc2c1O[C@@H](CN(C)S(C)(=O)=O)[C@@H](C)CN([C@H](C)CO)C2=O	/	62.9	-18.8	10.0

# One compound at a time, as listed above. Order of screens: C diff HTS, T cruzi growth, Pf Dd2 growth, KDM4C inh
# C[C@H]1CN([C@@H](C)CO)S(=O)(=O)c2ccc(C#CC3(O)CCCC3)cc2O[C@H]1CN(C)C(=O)Nc1cccc(F)c1 in the list: 5.4, 72.2, -66.3, -3.7
# C[C@H](CO)N1C[C@H](C)[C@@H](CN(C)Cc2ccc(Oc3ccccc3)cc2)Oc2ccc(N(C)C)cc2C1=O in the list: -9.7, 68.8, -11.8, 2.9
# C[C@@H]1CN([C@@H](C)CO)C(=O)c2cccc(NC(=O)c3ccncc3)c2O[C@@H]1CN(C)S(=O)(=O)c1ccccc1 in the list: 3.8, 58.6, 2.7, -3.3

# Additional entries.
canonical_smiles	C diff HTS	T cruzi growth	Pf Dd2 growth	KDM4C inh
C[C@H]1CN([C@@H](C)CO)C(=O)c2cc(NC(=O)Nc3ccc4c(c3)OCO4)ccc2O[C@@H]1CN(C)CC1CCCCC1	-5.7	-19.3	-5.0	2.3
Cc1noc(C)c1NC(=O)N(C)C[C@@H]1Oc2ccc(NC(=O)NC(C)C)cc2CC(=O)N([C@@H](C)CO)C[C@@H]1C	-1.1	-7.8	-64.3	/
O=C(c1cccc(F)c1)N1CCCCN2[C@H](CO)[C@H](c3ccc(-c4ccc(F)cc4)cc3)[C@H]2C1	31.3	111.0*	-37.8	/
CCCNC(=O)N(C)C[C@@H]1Oc2cc(-c3ccc(C)cc3)ccc2S(=O)(=O)N([C@@H](C)CO)C[C@@H]1C	6.6	-0.7	-18.6	-0.9
COc1ccc(C#Cc2cnc3c(c2)C(=O)N([C@H](C)CO)C[C@H](C)[C@H](CN(C)CC2CCCC2)O3)cc1	11.3	55.0	-50.8	-0.1
COc1cccc(S(=O)(=O)Nc2ccc3c(c2)[C@@H]2C[C@H](CC(=O)NCC(F)(F)F)O[C@H](CO)[C@@H]2O3)c1	1.8	-26.5	6.9	-3.5
COCC(=O)N1C[C@@H](C)[C@@H](OC)CN(C)C(=O)c2ccc(NC(=O)C3CCC3)cc2OC[C@H]1C	/	-67.4	5.8	1.6
CCCNC(=O)N1CC2(C1)[C@@H](c1ccccc1)[C@H](CO)N2C(=O)CC1CC1	1.4	/	18.3	-0.6
C[C@H](CO)N1C[C@H](C)[C@H](CN(C)C(=O)Nc2cccc3ccccc23)Oc2ccc(NS(=O)(=O)c3ccc(F)cc3)cc2C1=O	-3.6	34.2	-2.6	0.1
O=C(N[C@H]1C=C[C@H](CC(=O)N2CCN(c3ccccc3)CC2)O[C@@H]1CO)c1ccccc1	-2.6	-4.6	1.8	-0.1
Cc1noc(C)c1S(=O)(=O)N(C)C[C@@H]1Oc2ccc(NC(=O)NC(C)C)cc2CC(=O)N([C@@H](C)CO)C[C@@H]1C	-2.1	18.4	11.8	0.7
Cc1noc(C)c1S(=O)(=O)N(C)C[C@@H]1Oc2c(NC(=O)c3ccc(-c4nccs4)cc3)cccc2C(=O)N([C@H](C)CO)C[C@@H]1C	/	60.8	-26.4	0.1
C[C@H](CO)N1C[C@H](C)[C@H](CN(C)S(=O)(=O)c2ccccc2)Oc2ncc(-c3cccc(C(F)(F)F)c3)cc2C1=O	3.2	118.3*	-28.7	-1.5
Cc1ccccc1-c1ccccc1[C@H]1[C@@H](C#N)N(C(=O)c2ccc(F)cc2)[C@H]1CO	-6.0	/	-6.7	1.5
Cc1ccccc1S(=O)(=O)N1CCCCN2[C@H](C1)[C@@H](c1ccc(-c3cccnc3)cc1)[C@@H]2CO	-7.8	85.5	-3.4	-3.9
O=C(C[C@H]1C=C[C@@H](NC(=O)Nc2cc(F)ccc2F)[C@@H](CO)O1)Nc1ccccc1	/	29.8	14.8	-2.4
C[C@H]1CN([C@@H](C)CO)C(=O)c2cccc(NC(=O)C3CCOCC3)c2O[C@@H]1CN(C)Cc1ccncc1	-1.3	-32.5	2.0	-2.8
C[C@H](CO)N1C[C@H](C)[C@@H](CN(C)Cc2ccc3c(c2)OCO3)Oc2ccc(NC(=O)C3CC3)cc2C1=O	1.2	42.2	11.8	1.9
COc1cccc(C#Cc2ccc3c(c2)O[C@H](CN(C)C(=O)c2ccccn2)[C@@H](C)CN([C@@H](C)CO)S3(=O)=O)c1	3.9	107.7	-77.5	-0.6
C[C@H]1CN([C@@H](C)CO)S(=O)(=O)c2ccc(C#CC(C)(C)O)cc2O[C@@H]1CN(C)C(=O)C1CC1	/	60.3	-1.5	1.2
COc1ccc(NC(=O)Nc2ccc3c(c2)C(=O)N([C@@H](C)CO)C[C@@H](C)[C@H](CN(C)Cc2ccc4c(c2)OCO4)OCCCC[C@@H](C)O3)cc1	1.7	91.2	-68.2	0.3
Cc1ccccc1-c1ccc(C2[C@H]3CNC[C@@H]2N3S(=O)(=O)Cc2ccccc2)cc1 (stereo partly specified)	-6.0	/	-17.9	-1.8
CCCC#Cc1ccc([C@H]2[C@H]3CN(C(=O)NCCC)CC(=O)N3[C@H]2CO)cc1	-5.8	/	5.4	0.9
O=C(C[C@H]1C=C[C@H](NC(=O)c2ccncc2)[C@@H](CO)O1)NCc1ccncn1	-0.2	/	30.9	-0.6
CCCNC(=O)N1CCC2(CC1)CN(C(=O)NC1CCCC1)[C@@H](CO)c1[nH]c3cc(OC)ccc3c12	80.5	/	-17.4	0.2

# Compounds from the list above containing a CF3 group, in the order listed:
canonical_smiles	C diff HTS	T cruzi growth	Pf Dd2 growth	KDM4C inh
COc1ccc(S(=O)(=O)N(C)C[C@@H]2OCCCC[C@H](C)Oc3ccc(NC(=O)Nc4ccc(C(F)(F)F)cc4)cc3C(=O)N([C@H](C)CO)C[C@@H]2C)cc1	0.3	89.4	-37.1	-2.2
C[C@H]1CN([C@@H](C)CO)C(=O)c2cccc(NC(=O)Nc3ccc(C(F)(F)F)cc3)c2O[C@@H]1CN(C)Cc1ccc(C(F)(F)F)cc1	26.8	58.6	11.4	-1.0
C[C@@H]1CN([C@H](C)CO)C(=O)Cc2cc(NC(=O)Cc3ccccc3)ccc2O[C@H]1CN(C)Cc1ccc(C(F)(F)F)cc1	-4.4	57.9	9.0	8.9
COc1cccc(S(=O)(=O)Nc2ccc3c(c2)[C@@H]2C[C@H](CC(=O)NCC(F)(F)F)O[C@H](CO)[C@@H]2O3)c1	1.8	-26.5	6.9	-3.5
C[C@H](CO)N1C[C@H](C)[C@H](CN(C)S(=O)(=O)c2ccccc2)Oc2ncc(-c3cccc(C(F)(F)F)c3)cc2C1=O	3.2	118.3*	-28.7	-1.5

# The listing continues.
canonical_smiles	C diff HTS	T cruzi growth	Pf Dd2 growth	KDM4C inh
Cc1ccc(-c2cnc3c(c2)C(=O)N([C@H](C)CO)C[C@@H](C)[C@H](CN(C)C(=O)CN(C)C)O3)cc1	0.8	/	-30.6	-1.4
N#Cc1ccc(-c2ccc([C@H]3[C@@H](CO)N4C(=O)CNC[C@H]34)cc2)cc1	7.9	/	-51.7	16.2
C[C@@H]1CCCCO[C@@H](CN(C)C(=O)Nc2cccc3ccccc23)[C@@H](C)CN([C@H](C)CO)C(=O)c2cc(NS(=O)(=O)c3cccs3)ccc2O1	11.1	85.8	5.5	-0.7
CCC(=O)N(C)C[C@H]1Oc2cc(-c3ccc(C#N)cc3)ccc2S(=O)(=O)N([C@@H](C)CO)C[C@@H]1C	-4.1	37.3	-12.5	1.9
O=S(=O)(c1ccccc1F)N1CCCCN2[C@@H](CO)[C@H](c3ccc(-c4cccnc4)cc3)[C@@H]2C1	-11.5	77.5	11.3	-0.5
CO[C@H]1CN(C)C(=O)c2ccc(NC(C)=O)cc2OC[C@@H](C)N(Cc2ccncc2)C[C@@H]1C	-0.3	6.9	14.8	1.0
O=C(Cc1ccccn1)N1CC(=O)N2[C@H](CO)[C@H](c3ccc(-c4ccccc4)cc3)[C@@H]2C1	-0.9	/	20.5	-1.1

# Screening data from PubChem BioAssay.
